TIM10 inh: growth inhibitors of isogenic TIM10 control yeast, primary screen, counter-screen for tim10-1 yeast inhibitor project, luminescence, uHTS. AID 463195, 2010. S. cerevisiae TIM10 strain growth, BacTiter-Glo luminescence, 24 h. hit rate 1.4% among 330,000. inhibition, % at 10 µM;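 active means inhibition of 40% or more at the single tested concentration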;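 further: wild-type TIM10 isogenic control strain grown at permissive 25 °C; 0% = DMSO yeast wells and 100% = minimal medium wells without yeast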
CHOP UPR activ: activators of apoptotic CHOP UPR arm, primary screen, cell-based, CHO-CHOP luciferase reporter, luminescence, uHTS; hit rate 0.34% among 330,000; UPR activation; percent of tunicamycin response over DMSO baseline; activation, % at 10 µM;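 active means at 10 µM dose, activation of 40% or more, normalized to positive control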;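 further: 100% = tunicamycin at 10 µg/mL and 0% = DMSO alone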
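System: CHO-CHOP luciferase reporter cell line; amount: 500 cells/well; buffer or medium: F12 medium containing 10% fetal bovine serum; incubation: 6 h compound exposure at 37 °C after overnight seeding; measured by: luciferase luminescence after 10 min with Steady-Glo reagent; evaluation: % reporter activation, DMSO baseline versus tunicamycin full activation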
Mdm2-MdmX inh: inhibitors of human Mdm2-MdmX association, primary screen, cell-based, luminescence, split luciferase, SaOS-2, uHTS; Protein Mdm4 (Homo sapiens) + E3 ubiquitin-protein ligase Mdm2 (Homo sapiens), …; hit rate 3% among 330,000; inhibition, % at 8 µM; SaOS-2 split-luciferase Mdm2/MdmX complementation;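 active means inhibition of at least 50% at 8 µM in the primary screen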
Target sequence (O15151 whole entry, looked up): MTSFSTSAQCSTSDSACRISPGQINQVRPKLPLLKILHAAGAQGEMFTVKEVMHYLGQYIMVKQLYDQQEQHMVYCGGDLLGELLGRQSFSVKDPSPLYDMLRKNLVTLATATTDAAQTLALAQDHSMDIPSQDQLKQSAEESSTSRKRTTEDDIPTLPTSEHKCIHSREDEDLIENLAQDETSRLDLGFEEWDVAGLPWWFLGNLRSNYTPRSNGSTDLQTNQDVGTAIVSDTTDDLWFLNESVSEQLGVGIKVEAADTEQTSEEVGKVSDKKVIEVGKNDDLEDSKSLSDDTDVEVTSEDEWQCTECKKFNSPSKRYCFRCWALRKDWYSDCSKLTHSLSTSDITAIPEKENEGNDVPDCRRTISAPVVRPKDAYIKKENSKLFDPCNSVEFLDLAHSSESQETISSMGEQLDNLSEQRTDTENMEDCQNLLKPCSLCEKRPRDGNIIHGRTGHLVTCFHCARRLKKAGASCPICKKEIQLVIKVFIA
Target sequence (Q00987 whole entry, looked up): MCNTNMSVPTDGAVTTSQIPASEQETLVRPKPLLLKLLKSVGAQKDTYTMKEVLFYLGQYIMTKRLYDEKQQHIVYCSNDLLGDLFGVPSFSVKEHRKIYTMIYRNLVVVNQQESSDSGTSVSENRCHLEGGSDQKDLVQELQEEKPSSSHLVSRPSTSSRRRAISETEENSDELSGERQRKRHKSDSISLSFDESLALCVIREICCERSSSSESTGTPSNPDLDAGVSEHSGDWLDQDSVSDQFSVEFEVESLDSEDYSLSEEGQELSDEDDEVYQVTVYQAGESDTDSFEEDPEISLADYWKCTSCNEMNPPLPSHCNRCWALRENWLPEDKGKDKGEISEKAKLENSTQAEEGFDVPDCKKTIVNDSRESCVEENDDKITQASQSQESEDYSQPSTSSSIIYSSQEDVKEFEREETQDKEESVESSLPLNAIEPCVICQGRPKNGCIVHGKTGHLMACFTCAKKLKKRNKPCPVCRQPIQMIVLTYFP
Jurkat NFkB inh: inhibitors of induced NF-kB luciferase reporter, primary screen, TCR NF-kB activation inhibitor project, cell-based, luminescence, uHTS | Jurkat, PMA/ionomycin-induced NF-kB luciferase reporter | inhibition, % at 4 µM | hit rate 0.53% among 330,000 | AID 435003, 2010; in the data active means inhibition above about 50%
tim10-1 inh: growth inhibitors of tim10-1 mutant yeast, primary screen, luminescence, uHTS. hit rate 2.2% among 330,000. inhibition, % at 20 µM. S. cerevisiae tim10-1 ts strain growth, BacTiter-Glo, 24 h. AID 463190, 2010;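 active means inhibition of at least 40%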;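 further: mutant grown at 25 °C; 0% = DMSO wells with yeast and 100% = wells holding no yeast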
tim23-1 inh: growth inhibitors of tim23-1 mutant yeast, primary screen, luminescence, uHTS. S. cerevisiae tim23-1 growth, BacTiter-Glo luminescence, 24 h. inhibition, % at 20 µM. hit rate 1.3% among 330,000;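 active means growth inhibition of the mutant yeast at or above 50%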;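 further: temperature-sensitive mutant grown at 25 °C; plate controls were DMSO-treated mutant yeast for no effect and medium wells lacking yeast for full effect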
697 NFkB inh: inhibitors of PMA/ionomycin-induced NF-kB reporter, 697 cells, primary screen, B-cell NF-kB inhibitor project, cell-based, luminescence, uHTS; 697 B-cell NF-kB luciferase reporter, 16 h; hit rate 0.33% among 330,000; AID 435022, 2010; inhibition, % at 4 µM; in the data active means inhibition above about 35%
XBP1 UPR activ: activators of adaptive XBP1 UPR arm, primary screen, cell-based, CHO-XBP1 luciferase reporter, luminescence, uHTS. IRE1-XBP1 UPR activation; percent of tunicamycin response, DMSO as zero. activation, % at 20 µM. hit rate 0.33% among 330,000. AID 463104, 2010;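 active means versus positive control, 20 µM dose yields 30% or more activation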;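 further: 100% = tunicamycin at 10 µg/mL and 0% = DMSO only wells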
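assay system = CHO-XBP1 luciferase reporter cells | amount = 1000 cells/well | buffer or medium = F12 plus 10% FBS | compound dosing = single point, 20 µM final compound, 1% DMSO | incubation = 16-18 h cell attachment at 37 °C, then 6 h compound exposure | detection = Steady-Glo luminescence read | controls = tunicamycin 10 µg/mL and vehicle-only wells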
Starred values were filed as active, the others as inactive.

Field names – A = TIM10 inh; B = CHOP UPR activ; C = Mdm2-MdmX inh; D = Jurkat NFkB inh; E = tim10-1 inh; F = tim23-1 inh; G = 697 NFkB inh; H = XBP1 UPR activ
CC1(C)Cc2ccccc2C(N/N=C/c2cccc(F)c2)=N1
  A: 11; B: 0.9; C: -21; D: -8; E: 25; F: 19; G: 18; H: 2

Cc1cc(C)n(C(=O)CCCC(=O)n2nc(C)cc2C)n1
  A: 5; B: 1.4; C: 2; D: 0; E: 18; F: 18; G: 15; H: 7

O=C(CCC(=O)OCC(=O)c1cccc([N+](=O)[O-])c1)Nc1ccccc1Cl
  A: -21; B: -1.5; C: 9; D: 13; E: 18; F: 1; G: 17; H: 1

CC(C)(C)N1CC(COc2ccccc2)OC1=O (stereo not drawn)
  A: 6; B: 15; C: -9; D: -20; E: 21; F: 8; G: 10; H: -1

CNC(=S)Nn1cnc2ccccc21
  A: -18; B: -0.1; C: -21; D: -13; E: 6; F: 12; G: -15; H: -1

COc1ccccc1-c1c(-c2ccc(OCC(=O)NN)cc2O)n[nH]c1C(F)(F)F
  A: 0; B: 0.2; C: -19; D: 5; E: 12; F: 5; G: -41; H: -2

O=C(Cn1nnc(-c2ccc(Cl)cc2)n1)NC1CCS(=O)(=O)C1 (stereo not drawn)
  A: 3; B: -1.3; C: -14; D: 10; E: -4; F: 9; G: 1; H: -2

CCSc1nnc(NC(=O)CSc2ncccn2)s1
  A: -8; B: -1.4; C: 17; D: 16; E: -9; F: -12; G: 15; H: 6

Cc1cccc(C(=O)NCCNC(=O)c2cccnc2)c1
  A: 12; B: 0.4; C: -13; D: -2; E: -21; F: 10; G: 5; H: -4

CC(CN1CCOCC1)c1ccccc1 (stereo not drawn)
  A: 6; B: 2.0; C: -4; D: 14; E: -3; F: 8; G: 8; H: -4

O=C(CCc1ccccc1)Nc1nnc(-c2ccc3c(c2)CCCC3)o1
  A: 10; B: 3.8; C: 13; D: -2; E: 16; F: 19; G: -35; H: 1

Cc1ccc(OCCC(=O)Nc2ccccc2C(=O)NC2CC2)cc1
  A: 6; B: 1.5; C: 15; D: -1; E: 4; F: 12; G: -39; H: -1

Cc1cccc(NC(=O)c2ccc(COc3ccc4ccccc4c3)o2)n1
  A: 15; B: -0.2; C: -8; D: 5; E: 18; F: 11; G: -105; H: 0

COC(=O)c1c(NC(=O)c2ccc(Br)s2)sc2c1CCC2
  A: 10; B: -2.0; C: 33; D: -1; E: 25; F: 21; G: 18; H: -2

COc1ccccc1N1CCN(S(C)(=O)=O)CC1
  A: -2; B: -0.6; C: -2; D: -16; E: 5; F: 10; G: 5; H: -2

CCN(CC)C(=O)c1cc2cc(Br)ccc2oc1=O
  A: 0; B: 1.2; C: -11; D: 0; E: 8; F: 4; G: 0; H: 0

Cc1cccc(NC(=O)C2CCCN2/C=C/C(=O)C(F)(F)F)c1C (stereo not drawn)
  A: -12; B: -1.2; C: 4; D: 4; E: 13; F: 7; G: 14; H: -3

CC1(C)C(=O)Nc2ccccc2N1C(=O)COC(=O)C12CC3CC(CC(O)(C3)C1)C2
  A: -10; B: 2.6; C: 18; D: 4; E: 19; F: -4; G: 6; H: -1

CC(C)=C1SC(N2CCN(c3ccc(C)c(Cl)c3)CC2)=NC1=O
  A: 4; B: -0.8; C: 48; D: 29; E: -26; F: 1; G: 1; H: -3

CC1=C(c2ccc(Cl)cc2)[N+](=O)C(C)(C)N1[O-]
  A: 13; B: 2.5; C: -1; D: -8; E: 33; F: 23; G: 17; H: -3

N#Cc1cc(-c2ccccc2)nnc1Sc1ccccc1
  A: -1; B: 4.3; C: -16; D: -54; E: 7; F: 11; G: -26; H: -3

Cc1ccc(Cl)cc1NC(=O)C1CC(=O)Nc2ncnn21 (stereo not drawn)
  A: -3; B: -0.3; C: -3; D: 0; E: -5; F: 7; G: 6; H: 1

N#Cc1ccc(OCC(=O)OCC(=O)Nc2ccc(N3CCOCC3)cc2)cc1
  A: 15; B: 1.5; C: -3; D: -3; E: -4; F: 16; G: 10; H: -3

O=C(CN(C(=O)c1csnn1)c1cccc(C(F)(F)F)c1)NCc1ccc(F)cc1
  A: -9; B: 0.1; C: 8; D: 13; E: 2; F: -2; G: 14; H: -1

CCOC(=O)Cc1csc(N/C(=N/S(=O)(=O)c2ccc(F)cc2F)c2ccccc2)n1
  A: -12; B: -0.3; C: 16; D: -6; E: 30; F: 15; G: 5; H: -1

CCOc1ccccc1-n1nnnc1SC(C)C(=O)OC (stereo not drawn)
  A: -3; B: 0.8; C: 14; D: 7; E: 21; F: 16; G: -2; H: -2

Nc1nc(NCc2cccs2)nn1-c1ccccc1
  A: 0; B: 3.5; C: -3; D: -24; E: 7; F: 4; G: -20; H: 11

Cc1ccccc1Oc1ccccc1N
  A: -11; B: 0.0; C: 34; D: -14; E: 4; F: 9; G: -3; H: -1

Cc1ccc(CSCCNC(=O)CN2C(=O)c3ccccc3S2(=O)=O)cc1
  A: 0; B: -0.6; C: 28; D: 5; E: -7; F: 8; G: 20; H: -3

Cc1ccc(CCNC(=O)C2CCCN(S(=O)(=O)N3CC(C)CC(C)C3)C2)cc1 (stereo not drawn)
  A: 23; B: 0.5; C: 37; D: -12; E: 29; F: 18; G: -2; H: -5

Brought forward from above: 5 entries, then new ones.
Field names – A = TIM10 inh; B = CHOP UPR activ; C = Mdm2-MdmX inh; D = Jurkat NFkB inh; E = tim10-1 inh; F = tim23-1 inh; G = 697 NFkB inh; H = XBP1 UPR activ
CCOc1ccccc1-n1nnnc1SC(C)C(=O)OC (stereo not drawn)
  A: -3; B: 0.8; C: 14; D: 7; E: 21; F: 16; G: -2; H: -2

Nc1nc(NCc2cccs2)nn1-c1ccccc1
  A: 0; B: 3.5; C: -3; D: -24; E: 7; F: 4; G: -20; H: 11

Cc1ccccc1Oc1ccccc1N
  A: -11; B: 0.0; C: 34; D: -14; E: 4; F: 9; G: -3; H: -1

Cc1ccc(CSCCNC(=O)CN2C(=O)c3ccccc3S2(=O)=O)cc1
  A: 0; B: -0.6; C: 28; D: 5; E: -7; F: 8; G: 20; H: -3

Cc1ccc(CCNC(=O)C2CCCN(S(=O)(=O)N3CC(C)CC(C)C3)C2)cc1 (stereo not drawn)
  A: 23; B: 0.5; C: 37; D: -12; E: 29; F: 18; G: -2; H: -5

CCN(CC)CC(=O)Nc1ccccc1SCC(=O)Nc1ccsc1C(=O)OC
  A: 5; B: -1.4; C: 21; D: -11; E: 7; F: 30; G: 1; H: -3

C[C@@H](C(=O)N[C@@H](Cc1c[nH]c2ccccc12)C(=O)O)n1nnc2ccccc2c1=O
  A: 16; B: -3.0; C: -23; D: 6; E: 1; F: 12; G: -4; H: -2

CCOC(=O)C1CCN(S(=O)(=O)c2ccc(CN3C(=O)c4cccnc4C3=O)cc2)CC1
  A: 6; B: -0.4; C: 15; D: 5; E: 14; F: 8; G: 14; H: -2

O=C(O)CSc1nc2sc3c(c2c(=O)n1-c1ccccc1)CCC3
  A: -22; B: -0.6; C: 9; D: -1; E: 0; F: -12; G: 8; H: -2

CC1CCN(CCNC(=O)C2CCCN(S(=O)(=O)c3cccc4nsnc34)C2)CC1 (stereo not drawn)
  A: -7; B: -0.1; C: 28; D: 2; E: 21; F: 2; G: 2; H: -2

Cc1ccc(CN2CC(C(=O)N(C)CC(=O)Nc3cccc(F)c3)CC2=O)cc1 (stereo not drawn)
  A: 6; B: -1.4; C: 16; D: 10; E: -7; F: -13; G: 6; H: -1

O=C(NCCS(=O)(=O)NC1CCCCC1)c1ccc2c(c1)OCO2
  A: -2; B: 0.9; C: 15; D: 8; E: -11; F: -2; G: 10; H: 0

CC(C)N(CCc1ccncc1)C(=S)Nc1ccc(F)c(Cl)c1
  A: -37; B: -1.6; C: 17; D: -4; E: -35; F: -4; G: -9; H: 3

O=C1c2cccnc2C(=O)N1c1cccc([N+](=O)[O-])c1
  A: 8; B: 1.0; C: 24; D: 3; E: -8; F: 8; G: 2; H: 1

CC(=O)Nc1ccc2sc(NC(=O)CN3CCOCC3)nc2c1
  A: -1; B: -0.6; C: 5; D: -3; E: -4; F: -12; G: 11; H: -2

CCOC(=O)NC1(C(F)(F)F)N=C(c2ccccc2)NC1=O (stereo not drawn)
  A: -14; B: -0.2; C: 26; D: -3; E: 14; F: 3; G: -14; H: -3

COc1ccccc1CNC(=O)c1ccc(CS(=O)(=O)c2ccc(C)cc2)o1
  A: -2; B: 0.0; C: 12; D: -1; E: 19; F: 11; G: 15; H: -7

COc1cc(/C=N/NC(=O)C(=O)Nc2ccccn2)ccc1O
  A: 13; B: 3.8; C: 1; D: 7; E: 23; F: 6; G: 1; H: 0

Cc1ccc(C2NC(=O)c3ccccc3N2)s1 (stereo not drawn)
  A: 12; B: 3.4; C: 21; D: -24; E: 7; F: 11; G: -42; H: 5

CCOC(=O)Oc1ccc(/C=C2\N=C(C)OC2=O)cc1
  A: 3; B: -1.2; C: 1; D: 12; E: 37; F: 34; G: -16; H: -1

O=C1CC(c2ccco2)CC2=C1C1c3ccccc3C(=O)N1c1ccccc1N2 (stereo not drawn)
  A: -10; B: -4.6; C: 68*; D: -72; E: 6; F: 0; G: -28; H: 7

CC1Cc2ccccc2N1C(=O)Cn1cnc2c1c(=O)n(C)c(=O)n2C (stereo not drawn)
  A: 13; B: -2.2; C: -2; D: -1; E: 16; F: 24; G: -14; H: -3

COc1ccc(CC(=O)NNc2ncnc3c2cnn3C)cc1OC
  A: 15; B: -0.8; C: 1; D: -7; E: 5; F: 16; G: -10; H: -3

COc1cc(C2CC(=O)c3c(ccc4ccccc34)N2)ccc1O (stereo not drawn)
  A: -13; B: -1.6; C: 10; D: -3; E: -12; F: -4; G: -6; H: 0

CCc1nn2c(NCCCO)cc(C)nc2c1-c1ccc(F)cc1
  A: 1; B: 1.6; C: 18; D: -10; E: 26; F: 17; G: -5; H: 0

O=C(Nc1ccccc1)c1ccc(CN2CCC(Cc3ccccc3)CC2)cc1
  A: 10; B: 0.2; C: 13; D: 49; E: 15; F: 18; G: -9; H: -1

C/C(=N\NC(=O)CC1(C)OCCO1)c1cccs1
  A: -8; B: -1.1; C: 4; D: -3; E: -9; F: -2; G: 1; H: -3

N#Cc1ccccc1CCN1C(=O)c2ccccc2C1=O
  A: -7; B: 4.0; C: -19; D: -15; E: 6; F: 6; G: -37; H: -2
